EP2 mod: modulators of human EP2 prostaglandin E2 receptor | P43116 | EP2-expressing cells, cAMP HTRF FRET, PGE2 co-stimulation | induction, % at 25 µM | actives 0.83% (n = 260,000) | AID 940;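 active = compounds whose cAMP rise, as percent of the full-agonist control response, exceeds 60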;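 note: rat C6 glioma line stably carrying human EP2 under a CMV promoter; the protocol text gives 20 µM as final concentration; 100% = response of wells given 1 µM PGE2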
Target sequence (P43116 whole entry, looked up): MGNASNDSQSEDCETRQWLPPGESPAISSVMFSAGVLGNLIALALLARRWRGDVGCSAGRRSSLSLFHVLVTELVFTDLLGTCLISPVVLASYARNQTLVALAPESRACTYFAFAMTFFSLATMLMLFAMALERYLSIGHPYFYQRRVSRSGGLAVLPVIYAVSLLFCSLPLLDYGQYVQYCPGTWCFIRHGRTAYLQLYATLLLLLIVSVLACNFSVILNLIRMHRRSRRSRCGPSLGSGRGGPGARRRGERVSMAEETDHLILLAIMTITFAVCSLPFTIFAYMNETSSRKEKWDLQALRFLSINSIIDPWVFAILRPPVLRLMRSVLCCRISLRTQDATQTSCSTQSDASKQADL
S1P4 agonist: human S1P4 receptor agonism; O95977; activation, % at 4.98 µM; AID 1509; S1P4-expressing cell line, agonist reporter assay; actives 0.35% (n = 220,000); in the data active = activation above about 11%;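 note: 0% = DMSO vehicle and 100% = reference agonist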
Target sequence (O95977 whole entry, looked up): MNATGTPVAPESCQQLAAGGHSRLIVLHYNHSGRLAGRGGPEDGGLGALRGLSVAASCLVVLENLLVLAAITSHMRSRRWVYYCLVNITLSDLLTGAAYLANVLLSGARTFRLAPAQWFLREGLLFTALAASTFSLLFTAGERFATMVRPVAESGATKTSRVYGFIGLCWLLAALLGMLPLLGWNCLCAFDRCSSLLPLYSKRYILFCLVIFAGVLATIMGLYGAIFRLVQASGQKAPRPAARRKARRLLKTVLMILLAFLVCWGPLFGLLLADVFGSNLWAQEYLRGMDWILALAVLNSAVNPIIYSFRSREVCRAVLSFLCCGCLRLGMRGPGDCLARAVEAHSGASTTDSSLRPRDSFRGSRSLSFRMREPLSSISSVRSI
NPY-Y2 PAM-ag: human NPY-Y2 potentiation or agonism, primary screen | cells expressing NPY-Y2, potentiator/agonist read-out | activation, % at 3.6 µM | AID 1359 | P49146 | actives 0.45% (n = 220,000); in the data active = activation above about 27%;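 note: cells stimulated with NPY near EC25 plus isoproterenol at EC100; 0% = vehicle plus submaximal agonist and 100% = vehicle plus saturating agonist; some results beyond the cut were filed as inactive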
NPY-Y1 PAM-ag: potentiates or activates human NPY-Y1 receptor. NPY-Y1 expressing cells, potentiator/agonist activation. activation, % at 3.6 µM. actives 0.37% (n = 220,000); in the data active = activation above about 33%, passing the limit was not always enough;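 note: cells stimulated with NPY at EC10 then isoproterenol at EC100; 0% = low agonist plus stimulus and 100% = saturating agonist plus stimulus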
CHOP inh: inhibitors of CHOP induction in ER stress response; CHO-K1 CHOP-promoter luciferase, tunicamycin-induced, 15-18 h; inhibition, % at 10 µM; actives 3.8% (n = 220,000);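 active = compounds that reduced the stress-induced luciferase reporter signal by more than about 70% of percent inhibition, limit read from the data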;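 note: 0% = tunicamycin plus vehicle and 100% = wells without tunicamycin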
TRPN1 ag: agonists of zebrafish TRPN1 channel | activation, % at 3 µM | HEK293 zebrafish TRPN1-YFP, Fluo-8 calcium fluorescence; 100% = response to 87 µM carbachol | actives 0.18% (n = 220,000) | AID 1424;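 active = activation above its plate's cutoff, the mean activation of test wells on that plate plus 3 SD, cut at about 19% in these data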;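 note: 0% = DMSO alone and 100% = 87 µM carbachol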
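Control set: carbachol 87 µM as high control, DMSO as low control; system: HEK293 stable line with zebrafish TRPN1-YFP; read-out: % activation versus carbachol response; detection: intracellular calcium fluorescence with Fluo-8; doses: single test compound dose, 3 µM nominal, 0.3% DMSO; schedule: dye 1 h 37 °C plus 30 min RT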
NPY-Y1 antag: blocks the human neuropeptide Y Y1 receptor. P25929. actives 1% (n = 200,000). HEK293-CNG Y1 cells, membrane potential fluorescence; NPY at EC95, then isoproterenol. inhibition, % at 3.6 µM;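 active = inhibition above the campaign mean inhibition of all tested compounds plus 3 SD, cut at about 20% in these data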;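 note: 0% = DMSO wells given NPY plus isoproterenol and 100% = isoproterenol alone without NPY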
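Assay system: HEK293 cells with Y1 receptor plus CNG channel | Probe or stimulus: NPY (25 nM), isoproterenol (1 µM), Ro 20-1724 (25 µM) | Timing: Compound incubation 1 h at room temperature, readout 45 min post-stimulation | Measured by: Membrane-potential fluorescent dye readout | Benchmarks: High control isoproterenol alone, low control NPY with isoproterenol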
TRPML3 ag: human mucolipin-3 channel agonism. activation, % at 3 µM. HEK293 TRPML3-YFP, Fluo-8 calcium fluorescence; 100% = the carbachol control signal. actives 0.29% (n = 220,000);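 active = activation above its plate's cutoff, the mean activation of the plate's test wells plus 3 SD, cut at about 12% in these data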;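 note: 0% = DMSO only wells and 100% = carbachol wells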
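Material: TRPML3-YFP stable HEK293 cells | Dosing: One concentration, 3 µM nominal, 0.3% DMSO | Timing: 125 s total fluorescence read per well | Technique: Fluo-8 calcium dye fluorescence, ex 470-495, em 515-575 nm | Measure: Percent activation from peak-to-basal fluorescence ratio, scaled between DMSO and carbachol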
S1P4 antag: antagonists of human S1P4 receptor | inhibition, % at 4.98 µM | actives 0.26% (n = 220,000) | S1P4-expressing cells, antagonist mode, reporter read-out; in the data active = inhibition above about 29%;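 note: 0% = wells stimulated with agonist and 100% = vehicle wells without agonist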
* marks the source's active call; other numbers are inactive results; . = not tested or not shown; & = joins results of further samples.

SMILES | EP2 mod | S1P4 agonist | NPY-Y2 PAM-ag | NPY-Y1 PAM-ag | CHOP inh | TRPN1 ag | NPY-Y1 antag | TRPML3 ag | S1P4 antag
CSc1cccc(NC(=O)CSc2nc3ccccc3o2)c1 | -7.0 | 0.5 | 1.6 | -12.9 | 49.1 | 0.4 | 15.3 | 0.3 | 22.0
Cc1ccc2[nH]c(=O)c(CN3CCCCC3)c(-c3ccccc3)c2c1 | -15.9 | -1.7 | -7.6 | -9.2 | 34.8 | -0.7 | -2.3 | -0.4 | 6.0
COc1ccc(/C=N/Nc2snc(SC)c2C#N)cc1OC | -35.1 | 2.9 | 8.3 | 23.6 | 75.6* | -0.1 | -2.6 | -0.2 | -17.3
O=C(COc1ccc(Cl)cc1Cl)OCn1nnc2ccccc2c1=O | -4.5 | 1.9 | 5.5 | -10.0 | 12.7 | -0.5 | -5.2 | 5.2 | -5.7
CCOC(=O)Cc1nnc2c(Nc3ccc(Cl)cc3)nc3nonc3n12 | -5.6 | 2.2 | 25.9 | 33.6 | 105.2* | 3.0 | -7.6 | 1.8 | -19.1
COc1cc(C)c(Cl)cc1S(=O)(=O)n1cnc2ccccc21 | -34.4&-10.6 | 1.4 | -9.2 | -3.6 | 49.1 | -0.7 | -4.4 | 0.8 | -17.5
CCOc1ccccc1-c1nc(-c2ccc(NC(=O)c3ccc(Br)o3)cc2)no1 | -12.7 | -2.4 | -28.9 | -36.7 | -31.2 | -0.9 | 5.8 | 0.8 | -3.6
Cc1nnc(SCc2nnc(-c3cccs3)o2)n1C1CCCCC1 | 18.2 | 1.9 | 8.0 | 0.4 | -0.5 | -1.5 | 4.7 | 0.9 | -12.6
CN(C1CCCCC1)S(=O)(=O)c1ccc2c(c1)c(=O)c(C(=O)NCCN1CCCC1)cn2C | -7.5 | 1.4 | -7.2 | -1.8 | 12.1 | 1.9 | 0.6 | 1.1 | -9.5
CC12CCC(C(=O)NCc3ccccc3Cl)(CC1=O)C2(C)C (stereo not given) | -2.7 | 1.5 | -1.9 | -9.7 | -0.2 | 0.7 | 4.4 | -0.7 | 4.2
O=C(NCC1CC1)NC(=O)c1c(F)cccc1Cl | -0.2 | -0.3 | 17.2 | -12.0 | 8.4 | 0.5 | . | 0.7 | -0.8
CCCNCC1C(Oc2ccc(Cl)cc2Cl)C(=O)N1c1cccc(C)c1C (stereo not given) | 15.6 | 0.7 | 8.6 | 19.0 | -2.3 | 0.4 | 1.1 | 1.0 | -11.9
CCc1cccc(CC)c1NC(=O)CCCSc1nc2ccccc2s1 | -9.2 | 2.6 | -5.0 | -1.0 | 28.3 | -3.5 | 6.5 | 0.6 | -10.9
N#C/C(=C(/O)CN1CCOCC1)c1nc2ccccc2s1 | -21.3 | 2.9 | -1.8 | 12.4 | 11.5 | 0.5 | -3.7 | 1.2 | 8.1
O=C(CNC(=O)/C(=C\c1ccccc1)NC(=O)c1ccc(Br)cc1)OCc1ccccc1 | 2.3 | 1.0 | -28.9 | -23.1 | 34.1 | -0.7 | 13.2 | -0.2 | -7.3
CCc1ccc(NC(=O)Nc2cccs2)cc1 | -37.8 | -0.3 | -4.2 | -8.4 | 40.9 | 0.7 | -1.1 | 0.2 | -1.4
CC(C)NC(=O)CSc1nc2ccccc2c(=O)n1CCCOC(C)C | 6.8 | 0.2 | 0.8 | -0.1 | 9.2 | 2.8 | 5.1 | -0.1 | -20.4
N#Cc1cccc(C(c2nnnn2C2CCCC2)N2CCC(Cc3ccccc3)CC2)c1 (stereo not given) | -5.7 | 2.3 | -16.1 | -15.6 | -9.6 | -0.6 | 2.6 | 0.7 | -35.3
CCc1ccc(NC(=S)Nc2cccc(OC)c2)cc1 | -42.5 | 1.2 | 10.3 | 8.2 | 4.9 | 1.3 | 4.9 | 0.5 | -20.0
CC(=O)Nc1c(C(=O)N2CCOCC2)sc2nc3c(cc12)COC(C)(C)C3 | 22.0 | 0.0 | 10.5 | -12.2 | 21.4 | -0.2 | 1.4 | 0.6 | -20.5
COc1cccc(-c2nn(-c3ccccc3)cc2/C=C(\C#N)C(=O)NCCCn2ccnc2)c1 | -122.9 | -1.9 | 6.4 | 8.8 | -21.4 | -0.9 | -3.2 | 0.5 | 1.5
CC(CCc1ccccc1)NC(=O)CSc1ccccc1 (stereo not given) | -15.0 | -0.6 | 5.0 | -0.5 | 10.3 | -2.2 | 8.8 | 0.3 | -8.7
CCOC(=O)CC(=O)Nc1ccccc1C(=O)O | 13.6 | 2.0 | -4.8 | 7.5 | -24.8 | -0.8 | 0.3 | 0.4 | -11.2
CC(=O)Nc1ccc(S(=O)(=O)Nc2ccccn2)cc1 | 35.5 | 0.7 | -10.8 | 1.1 | 18.5 | 0.6 | -0.4 | 0.3 | -9.3
Cc1cccc(-n2nnc(C(=O)NCc3ccccc3Cl)c2N)c1 | -85.2 | -0.7 | 0.6 | 6.1 | 3.6 | -0.6 | -4.8 | -0.9 | -0.9
Cc1ccc2occ(C(=O)c3ccco3)c(=O)c2c1 | 34.0 | -1.1 | -5.2 | 27.5 | 5.8 | -1.4 | -9.9 | 0.5 | 7.6
CCN(CC)S(=O)(=O)c1cc(C(=O)OCC(=O)c2ccc3c(c2)NC(=O)CO3)ccc1Cl | 15.0 | -0.6 | -4.4 | 5.9 | 55.3 | 1.3 | -3.8 | 0.9 | 5.8
CCn1c(CNc2ccc(Cl)cc2)nnc1SCC#N | 11.6 | 2.0 | 5.5 | 16.8 | 44.4 | 1.3 | -6.8 | 0.1 | -0.4
COc1ccc(/C=N/OC(=O)c2ccc(Cl)cc2)c(Cl)c1OC | 3.5 | 0.3 | -4.5 | 4.2 | 0.6 | 0.7 | . | 0.6 | -6.2
Cn1nc(-c2ccc(C(=O)NCCO)cc2)c2ccccc2c1=O | 8.9 | -0.2 | -10.5 | 18.1 | 9.3 | -0.6 | . | -0.5 | 16.7
CCCCCCC(=O)OCC(=O)c1ccc2c(c1)NC(=O)CO2 | 26.4 | -0.7 | 3.6 | 1.7 | 25.5 | 2.2 | 3.8 | 0.8 | 6.5
O=C(NCc1ccccn1)c1cc(-c2ccccc2)nc2ccccc12 | -8.4 | -0.3 | 4.7 | -8.3 | 10.9 | 2.2 | 0.6 | -0.5 | -5.9
COC(=O)COc1ccc(NC(=O)C2CCCO2)cc1 (stereo not given) | 7.5 | 1.0 | 11.9 | 5.5 | 11.2 | 0.3 | 1.3 | 0.6 | 0.9
CCCn1c(CC)nc([N+](=O)[O-])c1Sc1ccc(C)cc1 | 25.3 | -0.7 | -22.6 | -4.1 | -20.1 | -0.5 | -5.9 | -0.3 | -3.5
COc1ccc(C)cc1NCc1cccc(OC)c1OC | 45.4 | -0.8 | -3.6 | -10.6 | 25.9 | -0.2 | 4.7 | -0.8 | -25.7
CC(=O)Nc1c(NC(C)(C)C)c2ccccc2oc1=O | -6.2 | 0.7 | -9.3 | 5.9 | -13.1 | -0.8 | -2.3 | 0.8 | 9.7
CC(C)CNC(=S)N1CCN(Cc2ccc3c(c2)OCO3)CC1 | -27.6 | 2.0 | -3.9 | 9.2 | 21.1 | 1.0 | -1.0 | 1.5 | -2.5
O=C1c2ccccc2NC(c2ccccn2)N1c1ccccc1F (stereo not given) | 4.4 | -1.4 | 19.9 | 10.9 | 1.3 | -1.5 | -5.5 | -0.5 | -14.7
CCOC(=O)C1CCN(C(=O)CCCCn2c(=O)[nH]c3ccccc3c2=O)CC1 | -14.0 | -3.5 | -26.1 | -10.9 | -15.4 | -0.4 | -0.9 | 0.3 | -10.8
CCC1Oc2nc(SC)nnc2-c2ccccc2N1C(=O)c1ccccc1 (stereo not given) | -4.1 | -1.6 | -5.4 | -14.0 | 3.2 | 0.8 | 0.1 | 0.0 | 9.9
COc1ccccc1Nc1ncc(C(=O)N2CCC(C(N)=O)CC2)c2ccccc12 | -7.0 | 0.7 | -1.3 | -2.0 | -7.2 | -0.7 | -1.7 | 0.2 | -20.3
Clc1ncc(CN2CCN(c3ccccc3)CC2)s1 | 3.0 | 1.3 | 16.7 | 26.6 | 6.8 | -1.4 | -1.3 | -0.1 | -12.0
Cc1cc([N+](=O)[O-])c(C)cc1-c1ccc(/C=N/NC(=O)c2cccnc2)o1 | -69.7 | -2.2 | 10.8 | 6.7 | -17.6 | 0.3 | -1.2 | 1.1 | 9.9
COc1ccc(C)cc1S(=O)(=O)N1CCCCC1 | 6.7 | -0.2 | -2.1 | 11.8 | -11.4 | 0.3 | 13.2 | 0.6 | -20.2
Cc1ccc2c(c1)cc(CN(C(=O)N1CCOCC1)C1CCCC1)c1nnnn12 | 13.7 | 0.7 | -1.7 | 16.4 | -7.5 | 1.6 | -1.6 | 0.7 | -8.1
O=C(Nc1ccccc1)Nc1cccc(C(F)(F)F)c1 | -75.8 | 0.5 | 3.3 | 1.1 | 32.4 | 24.2* | -2.5 | 14.3* | 5.1
